Source: PubChem BioAssay
POLI inh: inhibitors of human DNA polymerase iota. AID 588590. actives 1% (n = 390,000). Q9UNA4. Pol iota fluorescent replication assay, 10 min. Potency, µM (highest dose often 115 µM), for the others: top-dose activity, negative = inhibition, most hits filed as inhibitors
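Fluorescent replication assay read twice, at 0 min and 10 min after adding 50 nM (final) substrate. Enzyme (10 nM) and compounds were first incubated 15 min at room temperature; enzyme-free buffer wells were negative controls.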
BAZ2B inh: BAZ2B (human) inhibition | AlphaScreen BAZ2B-H3K14Ac peptide displacement | Potency, µM (doses to about 114 µM), without a hit: at the top dose activity change, negative = inhibition, usual class: inhibitors | actives 4.4% (n = 360,000) | AID 504333 | Q9UIF8; note: % is set by controls: 0 for no effect and ±100 for the full control effect; nearly all actives have a fitted effect of over 60% in size
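In this displacement format the biotinylated H3(5-23) peptide acetylated at Lys14 serves as ligand at 50 nM, with BAZ2B at 50 nM in PBS pH 7.4 containing 0.01% Tween-20. Donor and acceptor beads are 10 ug/mL final.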
G9a inh: G9a (human) methyltransferase inhibition | Q96KQ7 | G9a H3K9 monomethylation, AlphaScreen, 2 h | Potency, µM (doses to about 102 µM), inactives show at the highest dose activity, negative = inhibition, hits mostly inhibitors | actives 8.8% (n = 350,000); note: % is set by controls: 0 for no effect and ±100 for the full control effect; nearly all actives have a fitted effect of over 75% in size
Target sequence (Q96KQ7 913-1193 limits assumed): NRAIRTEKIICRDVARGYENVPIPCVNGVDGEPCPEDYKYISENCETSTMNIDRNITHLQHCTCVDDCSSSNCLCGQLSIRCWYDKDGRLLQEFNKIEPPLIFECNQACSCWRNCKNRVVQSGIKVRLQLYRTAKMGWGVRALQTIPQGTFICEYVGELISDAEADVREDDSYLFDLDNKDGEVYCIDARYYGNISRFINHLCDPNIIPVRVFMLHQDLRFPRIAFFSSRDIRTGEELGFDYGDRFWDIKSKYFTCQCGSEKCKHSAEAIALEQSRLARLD
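Quantitative HTS format: methyltransferase activity on a biotin-tagged H3K9 peptide is measured by AlphaScreen, using a rabbit anti-monomethyl-H3K9 antibody with streptavidin donor and anti-IgG acceptor beads. Final levels are 20 nM enzyme, 500 nM peptide, 20 uM SAM; 2 h RT.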
Pol eta inh: blocks human DNA polymerase eta activity | Q9Y253 | actives 1.2% (n = 390,000) | Potency, µM (highest dose often 114 µM), for the others: at the top dose activity change, negative = inhibition, usual class: inhibitors | recombinant Pol eta, fluorescent DNA replication assay | AID 588591; note: % is set by controls: 0 for no effect and ±100 for the full control effect
Target sequence (Q9Y253 whole entry, looked up): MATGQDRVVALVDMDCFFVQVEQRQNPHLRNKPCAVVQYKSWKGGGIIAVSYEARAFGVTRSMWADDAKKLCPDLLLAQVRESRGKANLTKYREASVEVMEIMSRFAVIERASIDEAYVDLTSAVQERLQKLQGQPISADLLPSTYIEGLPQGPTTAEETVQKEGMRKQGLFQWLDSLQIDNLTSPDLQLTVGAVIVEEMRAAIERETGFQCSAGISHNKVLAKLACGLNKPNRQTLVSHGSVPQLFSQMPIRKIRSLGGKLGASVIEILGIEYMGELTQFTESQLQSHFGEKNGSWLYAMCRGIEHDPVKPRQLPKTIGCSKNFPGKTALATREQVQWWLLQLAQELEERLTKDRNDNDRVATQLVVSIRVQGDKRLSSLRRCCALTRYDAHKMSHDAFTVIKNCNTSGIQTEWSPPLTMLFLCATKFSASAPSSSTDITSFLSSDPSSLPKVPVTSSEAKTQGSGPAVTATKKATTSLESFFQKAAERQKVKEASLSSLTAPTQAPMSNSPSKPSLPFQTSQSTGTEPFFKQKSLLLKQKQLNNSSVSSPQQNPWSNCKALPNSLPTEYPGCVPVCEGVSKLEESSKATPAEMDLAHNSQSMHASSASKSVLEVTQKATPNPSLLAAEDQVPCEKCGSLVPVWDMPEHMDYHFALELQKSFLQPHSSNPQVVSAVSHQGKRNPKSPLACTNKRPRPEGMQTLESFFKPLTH
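Pol eta (10 nM) was preincubated with compounds for 15 min at room temperature, after which fluorescent replication substrate (50 nM final) was added to start the reaction. Fluorescence was read kinetically at 0 and 10 min.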
Pol beta inh: blocks human DNA polymerase beta activity | P06746 | Pol beta primer extension/strand displacement, fluorescence kinetic | Potency, µM (titrated, usually from 114 µM), without a hit: at the top dose activity change, negative = inhibition, hits mostly inhibitors | actives 1.3% (n = 340,000) | AID 485314; note: % is set by controls: 0 for no effect and ±100 for the full control effect
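Human Pol beta at 10 nM; strand-displacement substrate 50 nM final. Compound exposure 15 min at room temperature before start, reaction 10 min at room temperature.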
Anesthetic bind: binds horse apoferritin like a general anesthetic. P02791. apoferritin/1-aminoanthracene competitive binding, fluorescence. AID 485281. actives 0.074% (n = 350,000). Potency, µM (titrated, usually from 77.5 µM), for the others: top-dose activity change, negative = displacement, most hits filed as inhibitors; note: % is set by controls: 0 for no effect and ±100 for the full control effect; nearly all actives have a fitted effect of over 20% in size
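Steps: apoferritin (10 uM) was premixed with half-saturated 1-AMA in PBS, compounds were pin-transferred, plates stood 10 min at room temperature, fluorescence was read at 380/535 nm, and curves were fitted with a Hill equation.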
POLK inh: inhibitors of human DNA polymerase kappa; Q9UBT6; purified Pol kappa, fluorescent DNA synthesis assay, 10 min; Potency, µM (top dose mostly 107 µM), for inactives: top-dose activity, negative = inhibition, most hits filed as inhibitors; actives 0.53% (n = 400,000); note: % is set by controls: 0 for no effect and ±100 for the full control effect
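Fluorescent qHTS in 1536-well format: enzyme (10 nM) and compound sat 15 min at room temperature before 50 nM substrate (final) was added. Signal taken at 0 and 10 min; no-enzyme buffer wells were negative controls.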
APEX1 inh: APE1 (human) endonuclease inhibition. AID 2517. actives 0.35% (n = 350,000). P27695. Potency, µM (top dose mostly 65.8 µM), inactives show at the top dose activity change, negative = inhibition, most hits filed as inhibitors. recombinant APE1, TAMRA/BHQ-2 abasic DNA cleavage fluorescence;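 note: plate controls were vehicle for no effect and reference inhibitor for full effect; nearly all actives have a fitted effect of over 55% in size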
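Kinetic fluorescence read (525 ex/598 em nm, three reads 60 s apart) of AP-site incision; signal = third minus first read. Enzyme 0.75 nM, dual-labelled THF duplex 50 nM, compound preincubation 15 min RT.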
BLM helicase inh: blocks DNA unwinding by human BLM helicase; recombinant BLM DNA unwinding, fluorescence dequenching; Potency, µM (top dose mostly 56.1 µM), for the others: at the top dose activity change, negative = inhibition, most hits filed as inhibitors; P54132; actives 0.2% (n = 350,000);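 note: plate controls were vehicle for no effect and no enzyme for full effect; nearly all actives have a fitted effect of over 35% in size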
The depositor's hits bear a star; u = inconclusive; x = not tested or not shown; & = joins results of further samples; [ ] = another dose, or the depositor's remark. Calls come from the whole dose curve; as a rule, active = well fitted curve in the direction sought with a large enough effect; inconclusive = small, poorly fitted or top-dose-only effect, or another doubt; inactive = no such curve, though single readings can be large; an effect the other way counts as inactive or inconclusive. Potency is the fitted concentration of half-maximal effect. An excerpt; count on the stated rates, not on these rows.

SMILES | POLI inh | BAZ2B inh | G9a inh | Pol eta inh | Pol beta inh | Anesthetic bind | POLK inh | APEX1 inh | BLM helicase inh
COC(=O)c1ccccc1NC(=O)c1nn(-c2ccc(OC)cc2)c(=O)c2c1c1ccccc1n2C | 12.9% | x | 7.1%[59 µM] | x | 19.3% | 7.3% | -6.6% | x | -12.4%
Cc1cc(C)c(OCC(=O)NCC2CCCO2)c(C)c1 (centres undefined) | 101.9%[activator] | -12.7% | -8.1%[59 µM] | -6.9% | 26.1% | -5.4% | -12.4% | -2.9% | -4.3%
Cc1ccc(C(C(=O)NCc2ccco2)N(CCc2ccccc2)C(=O)Cn2nnc3ccccc32)o1 (centres undefined) | 18.0% | -5.3% | u | -22.7% | u | -0.7% | -16.4% | -1.8% | -6.5%
O=C(Nc1nnc(S(=O)(=O)N2CCCCC2)s1)c1ccc(Cl)cc1 | -26.3%&5.5% | u | u | 1.3%&-4.4% | 3.8%&19.9% | -9.6%&2.9% | -8.5%&-10.2% | -10.1% | -7.5%&-0.8%
Cc1nn(-c2ccccc2)c(C)c1/C=N/NC(=O)CSc1nnc(-c2ccccc2)n1-c1ccc(Cl)cc1 | 19.6% | 19.3% | 24.0%[59 µM] | -6.7% | 19.0% | 1.2% | -16.9% | 8.5% | -10.7%
N#CCCN1CCN(S(=O)(=O)c2ccc3c(c2)CCC3)CC1 | 5.0% | 12.1% | 10.0%[12.7 µM] | -7.7% | x | x | 16.7% | -5.9% | x
O=C(NCc1ccc2c(c1)OCO2)c1ccc(Br)s1 | 15.8% | -16.8% | 0.2% | -20.9% | 6.4% | -23.6% | -20.1% | 0.8% | -3.9%
Nc1nonc1-n1nnc(C(=O)N/N=C/c2ccco2)c1CSc1ccccc1 | 21.8% | -4.1%[57.1 µM] | 117.3%[activator] | -4.5% | 5.4% | -1.8% | 17.8% | -0.9% | -6.3%
CCCCNC(=O)c1ccccc1NC(=O)c1ccccc1N(C)S(C)(=O)=O | -2.5% | 37.3%[activator] | -47.4%[12.7 µM] | 1.3% | -1.3% | 29.0% | -2.4% | -0.4% | -15.0%
CCN(C/C=C/C#CC(C)(C)C)Cc1cccc(OCc2cc(-c3ccsc3)cs2)c1 | x | x | x | x | x | 72.5%[activator] | 10.4%[60.1 µM] | -3.5% | -7.2%
COc1ccc(C(CNC(=O)c2cccc(S(=O)(=O)Nc3ccc(C)cc3)c2)N2CCOCC2)cc1 (centres undefined) | 24.8% | -2.9% | -0.7%[0.501 µM] | -10.0% | x | x | -8.7% | 20.6% | x
Cc1ccc2c(CSc3nnnn3C)cc(=O)oc2c1 | 126.5%[activator] | -11.4% | -48.1% | -5.5% | 36.7% | -10.5% | -3.6% | 9.0% | -2.8%
COc1ccc(OC)c(NC(=O)COc2ccc3c(c2)CCC3)c1 | -12.3% | 5.6% | u | -17.3% | x | x | 0.0% | -24.9% | x
CCSC1=NC2(CCCCC2)Nc2sc3c(c21)CCCC3 | u | u | 4.47µM* | 0.7% | 1.0% | 1.2% | -8.5% | -0.9% | -5.8%
COc1ccc(-c2[nH]c(-c3ccccc3)nc2SCC(=O)Nc2ccc3c(c2)OCCO3)cc1 | -8.9% | u | u | -27.5% | u | 12.8% | -0.3% | x | -9.7%
Cc1ccc(NC(=O)CN(C)C(=O)C2CC(=O)N(Cc3ccccc3)C2)cc1 (centres undefined) | 28.4% | 0.2% | 42.4%[activator] | -15.0% | 86.1% | -10.4% | 8.3% | 10.0% | 0.8%
O=C1c2cccnc2C(Nc2ccccc2Br)N1Cc1ccco1 (centres undefined) | 16.9% | -13.1% | 50.1µM* | -0.4% | 1.0% | -3.2% | -7.5% | 9.2% | -12.3%
COc1ccc(C2C3=C(N=C4SCC(=O)N42)c2ccccc2CC3)cc1OC (centres undefined) | -6.8% | -8.1% | 39.8µM* | -15.3% | 10.1% | -15.9% | -10.0% | 9.3% | -4.2%
O=C(O)C1CCCN(S(=O)(=O)c2ccc(Cl)s2)C1 (centres undefined) | 17.3% | 11.3% | 7.6%[59 µM] | -19.0% | -6.3% | 4.8% | 8.1% | -1.4% | 2.4%
Cc1ccc(CNC(=O)CN2C(=O)COc3ccc(S(=O)(=O)Nc4ccccc4)cc32)cc1 | u | -24.2% | -22.2%[59 µM] | -0.3% | -0.9% | 5.6% | -9.1% | x | -5.1%
COC(=O)C1C(=O)N2CCCSC2=C(C#N)C1c1cccs1 (centres undefined) | -1.9% | -20.7% | u | -5.4% | 3.8% | -10.6% | 3.9% | 3.4% | -1.6%
COc1ccc(/C(C)=N/OC/C(O)=C(\C#N)c2nc3ccccc3[nH]2)cc1OC | 52.4%[activator] | -9.0% | -2.5%[12.7 µM] | -15.9% | u | -6.6% | -15.7% | 1.4% | -13.1%
O=C(NNC(=O)c1nc2ccccc2[nH]1)OCc1ccccc1 | 33.1%[activator] | x | x | -8.4% | x | x | 15.6% | 10.3% | x
O=C(CSc1nc2ccccc2o1)Nc1nccs1 | 1.3% | -0.5% | 15.6% | -14.9% | 5.0% | -0.8% | -4.1% | -4.6% | -4.3%
CCCCNC(=O)c1ccc(N2CCC3(CC2)OCCO3)c([N+](=O)[O-])c1 | 22.1% | -7.5% | -4.0% | -15.5% | -4.9% | 5.8% | -16.7% | -2.6% | -1.9%

Not a retest: 3 of the compounds above.
SMILES | POLI inh | BAZ2B inh | G9a inh | Pol eta inh | Pol beta inh | Anesthetic bind | POLK inh | APEX1 inh | BLM helicase inh
O=C(NNC(=O)c1nc2ccccc2[nH]1)OCc1ccccc1 | 33.1%[activator] | x | x | -8.4% | x | x | 15.6% | 10.3% | x
O=C(CSc1nc2ccccc2o1)Nc1nccs1 | 1.3% | -0.5% | 15.6% | -14.9% | 5.0% | -0.8% | -4.1% | -4.6% | -4.3%
CCCCNC(=O)c1ccc(N2CCC3(CC2)OCCO3)c([N+](=O)[O-])c1 | 22.1% | -7.5% | -4.0% | -15.5% | -4.9% | 5.8% | -16.7% | -2.6% | -1.9%

Remaining list, next part:
SMILES | POLI inh | BAZ2B inh | G9a inh | Pol eta inh | Pol beta inh | Anesthetic bind | POLK inh | APEX1 inh | BLM helicase inh
CC1Cc2ccccc2N1C(=O)CCS(=O)(=O)c1cccs1 (centres undefined) | -4.4% | 4.8% | 8.4%[12.7 µM] | -15.5% | 4.3% | -19.5% | 8.4% | -4.6% | -1.2%
CCCN(CCC)C(=O)Cn1c(=O)n(-c2ccc(Cl)cc2)c(=O)c2c3c(sc21)CCCC3 | 26.3% | -3.2% | 0.3%[59 µM] | -16.2% | 15.7% | 1.4% | 1.3% | x | -3.2%
COc1ccc(C)c2sc(N(Cc3cccnc3)C(=O)c3cccs3)nc12 | 3.6% | -5.7% | 6.6%[59 µM] | -14.2% | 11.6% | -1.4% | -0.2%[60.1 µM] | x | -1.6%
On1c(-c2ccccc2Cl)nc2ncccc21 | 22.3% | -27.8% | 22.6% | -10.1% | -0.7% | -3.1% | 10.8% | -10.4% | -1.3%
O=C1NCC(COCC2CC=CCC2)O1 (centres undefined) | 15.8% | 2.4% | 11.1%[59 µM] | -5.4% | 1.1% | -11.8% | -15.6% | 5.4% | -2.9%
CC(C)C[C@H](NC(=O)Nc1ccc(Oc2ccccc2)cc1)C(=O)O | -13.9% | -2.7% | u | -14.9% | 35.3% | -13.0% | -1.4% | 16.4% | 7.0%
CCOc1ccc(NS(=O)(=O)c2ccc(NC(=O)[C@@H]3CCCC[C@@H]3C(=O)O)cc2)cc1 | 7.2% | 2.4% | 15.0%[59 µM] | -4.6% | 0.0% | 3.4% | 2.5% | -4.5% | 0.6%
COC(=O)CCC(=O)OC1(C)C(=O)C=C2C=C(C3CC3)N(CCc3c[nH]c4ccccc34)C=C2C1=O (centres undefined) | u | -22.7% | 12.2%[59 µM] | 3.8% | 19.5% | -12.7% | -16.8% | -5.8%[12.4 µM] | -2.1%[12.4 µM]
COc1ccc(OC)c(C2C(C(=O)Nc3ccccc3OC)=C(C)Nc3nc(CCCO)nn32)c1 (centres undefined) | 11.3% | 1.2% | u | -14.8% | 14.5% | -9.7% | 6.4% | 15.0% | -1.2%
COc1ccc(OC)c(NC(=O)CSc2nncc3ccccc23)c1 | 16.6% | 14.4% | x | -0.5% | 3.0% | 2.8% | -12.4% | 7.2% | -7.1%
CC(C)Cn1c(SCC(=O)N2CCOCC2)nc2ccccc2c1=O | 8.1% | 9.7% | 0.4%[59 µM] | -8.9% | x | x | -3.1% | 20.2% | x
CC(C)(C)NC[C@H](O)COc1nsnc1N1CCOCC1 | u | -25.5%&3.4% | 6.7%[59 µM] | -13.1%&-8.4%&-7.2% | 15.9% | -1.0% | -23.7% | u | -4.4%
COc1cc(NC(=S)Nc2ccc(Br)cc2Cl)c(OC)cc1Cl | 6.7% | -2.0% | 10.1%[59 µM] | -10.5% | 16.7% | -2.6% | -9.4% | 0.9% | 1.1%
Fc1cc(F)c2nc(Nc3nc4c(F)cccc4s3)sc2c1 | 11.9% | 7.5% | -39.4%[59 µM] | -20.2% | 14.6% | -1.9% | -6.2% | 2.4% | 1.7%
Cc1ccc(S(=O)(=O)Nc2ccccc2C(=O)Nc2nc(-c3ccc(F)cc3)cs2)cc1 | u | 9.5% | 0.2%[59 µM] | 89.1µM* | 8.9% | -11.5% | u | -4.3% | 1.8%
O=c1ccc2ccc(Oc3ccc(Cl)cc3[N+](=O)[O-])cc2o1 | 32.0%[activator] | u | 31.6µM* | -20.7% | -21.0% | -15.6% | 5.8% | 0.3% | -5.0%
COc1cc(NC(=O)Cc2ccccc2)c(C(=O)O)cc1OC | 99.2%[activator] | -3.5% | x | -23.0% | 23.5% | -5.5% | 4.4% | -0.3% | -1.7%
Cc1ccc(C(O)(COC(=O)C(C)C)COC(=O)C(C)C)c(O)c1 | u | -4.7% | 21.7%[12.7 µM] | u | u | -13.8% | u | -5.1% | -21.4%
O=C(CNC(=O)N1CC(=O)Nc2ccccc21)NCc1ccccc1Cl | -1.5% | -1.5% | x | 4.4% | 41.4%[activator] | -2.9% | -0.5% | -2.5% | -2.7%
